PV pol inh: inhibitors of poliovirus RNA polymerase binding and polymerization. 150,000 compounds, 0.66% hits. poliovirus polymerase elongation, fluorescence polarization; active compounds read low. % elongation, % (compound at 16.7 µg/mL). P03300; in the data active = % elongation below about 90%; also: some results filed as inactive read as strong as hits
Target sequence (P03300 1749-2209 limits assumed): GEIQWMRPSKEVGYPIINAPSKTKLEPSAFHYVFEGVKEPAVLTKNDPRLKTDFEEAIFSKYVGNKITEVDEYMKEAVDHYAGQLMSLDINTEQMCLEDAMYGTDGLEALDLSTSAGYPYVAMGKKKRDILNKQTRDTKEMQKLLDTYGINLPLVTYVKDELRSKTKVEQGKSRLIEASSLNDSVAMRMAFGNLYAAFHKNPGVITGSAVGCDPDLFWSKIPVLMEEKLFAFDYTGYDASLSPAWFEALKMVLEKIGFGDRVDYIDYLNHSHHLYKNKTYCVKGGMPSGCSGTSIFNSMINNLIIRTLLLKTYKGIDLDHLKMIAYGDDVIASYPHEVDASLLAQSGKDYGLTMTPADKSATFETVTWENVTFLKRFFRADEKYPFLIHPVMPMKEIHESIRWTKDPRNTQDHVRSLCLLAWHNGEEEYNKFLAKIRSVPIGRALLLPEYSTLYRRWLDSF
PV pol inh FP z-score: second read-out of PV pol inh, no call of its own (marks repeat the call); z-score; measured here: FP z-score; hits read low
* hit, by the source's call. These rows are one share of the data; the hit share may differ from the screen's.

SMILES	PV pol inh	PV pol inh FP z-score
COc1ccccc1-n1cnc2cc(C(=O)NC3CCCC3)ccc21	103	0.6
CC(C)c1nc2nc(N)nc(N)c2nc1C(C)C	105	0
O=C(Cn1c(=O)c2cccn2c2cccnc21)NCc1cccc(F)c1	106	-0.1
Cc1cccc(N2CCN(c3ccc(NC(=O)c4ccccc4)cc3C(=O)O)CC2C)c1 (stereo not given)	105	-0.5
OC1COC(NCCc2ccccc2)C(O)C1O (stereo not given)	120	2.4
O=C(CSc1nc2ccccc2[nH]1)N/N=C/c1ccccc1O	100	-0.3
CCN(CC)S(=O)(=O)c1ccc2c(c1)C(=O)c1cc(S(=O)(=O)N(CC)CC)ccc1-2	100	-0.5
Cc1ccc(Sc2c(C)nn(C(C)(C)C)c2OC(=O)C(C)(C)C)cc1	108	1
Cc1cc(=O)oc2cc(OCC3CC(c4ccccc4)=NO3)ccc12 (stereo not given)	104	0.9
CCN(CC(=O)NC1CCS(=O)(=O)C1)S(=O)(=O)c1ccccc1 (stereo not given)	98	-0.4

Full records, looked up by structure. Screens in order: PV pol inh	PV pol inh FP z-score
OC1COC(NCCc2ccccc2)C(O)C1O (stereo not given) is listed with 120	2.4
Cc1ccc(Sc2c(C)nn(C(C)(C)C)c2OC(=O)C(C)(C)C)cc1 is listed with 108	1
Cc1cc(=O)oc2cc(OCC3CC(c4ccccc4)=NO3)ccc12 (stereo not given) is listed with 104	0.9
CCN(CC(=O)NC1CCS(=O)(=O)C1)S(=O)(=O)c1ccccc1 (stereo not given) is listed with 98	-0.4
O=C(Cn1c(=O)c2cccn2c2cccnc21)NCc1cccc(F)c1 is listed with 106	-0.1

Going on with the list:
SMILES	PV pol inh	PV pol inh FP z-score
CCCc1cc(=O)[nH]c(SCCSC)n1	104	0.2
O=C(COC(=O)c1ccc(F)cc1)NCc1ccc(F)cc1	101	-0.1
CCc1ccc(CNC(=O)c2ccc(-c3nc(CS(=O)(=O)c4ccccc4)c(C)o3)cc2)cc1	113	1
COc1ccc(/C=N/n2cnnc2SC)cc1OC	98	-1.2
C=CCC1(O)CC(c2ccccc2)NC(c2ccccc2)C1CC (stereo not given)	104	0
Cc1cccc(-n2ncc3c(N(C)Cc4ccccc4)ncnc32)c1	99	-1.2
Cc1ccc(S(=O)(=O)NC(=O)OCC2CN(Cc3ccccc3)CCO2)cc1 (stereo not given)	101	-0.5
O=C(/C(=N\O)n1cncn1)c1ccccc1Cl	104	0.6
Cc1nnc(SC(C)C(=O)C23CC4CC(CC(C4)C2)C3)n1C (stereo not given)	96	-1
CC1CCCC(C)N1C(=O)COC(=O)c1ccc2ccccc2n1 (stereo not given)	99	-1
CN(C(=O)c1cc2ccc3cccnc3c2[nH]1)c1ccccc1	102	0
O=C(OCc1cc(=O)n2ccsc2n1)c1cc(-c2cccs2)nn1-c1ccccc1	83	-2.9
CC1(C)CC(=O)C=C(N2CCN(c3ccccc3F)CC2)C1	109	1.1
CCC(NC(=O)Nc1cc(C)cc(C)c1)c1c(-n2cccc2)sc2c1CCN(CC)C2 (stereo not given)	103	0.2
NC(N)=NC(N)=Nc1ccc2ccccc2c1	103	0.8
CCc1ccc(OCCCC(N)=O)cc1	102	0.4
CC(C)CCNC(=O)C1(C)CCC(=O)N1Cc1cccs1 (stereo not given)	99	-0.2
CC1=CCC2CC1C(c1ccc(N(C)C)cc1)OC2(C)C (stereo not given)	101	0.6
O=C(OCC(=O)N1CCCC1)c1ccc2ncsc2c1	102	-0.1
CCOc1cc2sc(N3CCC(C(=O)Nc4ccc(C)cc4)CC3)nc2cc1Br	107	-1

As a working copy, part of the list above:
SMILES	PV pol inh	PV pol inh FP z-score
CCc1ccc(OCCCC(N)=O)cc1	102	0.4
CC(C)CCNC(=O)C1(C)CCC(=O)N1Cc1cccs1 (stereo not given)	99	-0.2
CC1=CCC2CC1C(c1ccc(N(C)C)cc1)OC2(C)C (stereo not given)	101	0.6
O=C(OCC(=O)N1CCCC1)c1ccc2ncsc2c1	102	-0.1
CCOc1cc2sc(N3CCC(C(=O)Nc4ccc(C)cc4)CC3)nc2cc1Br	107	-1

The list continues.
SMILES	PV pol inh	PV pol inh FP z-score
Cc1ccc(Oc2c(C(F)(F)F)oc3cc(OCC(=O)NC4CCCCC4)ccc3c2=O)cc1	108	1.1
O=C(CSc1ncccn1)N1CCN(S(=O)(=O)c2ccc(Cl)cc2)CC1	102	-0.1
CSc1ccc(Cl)c(C(=O)N2CCc3ccccc32)c1	101	-0.1
O=C(C1CCCN(S(=O)(=O)c2cccc3nonc23)C1)N1CCc2ccccc2C1 (stereo not given)	100	0
C=CCn1c(SCC(=O)O)nnc1-c1ccc(OC)c(OC)c1	101	0.5
COc1ccc(COC(=O)N/N=C/c2ccco2)cc1	104	0.7
CCc1c(C)sc2c1CCN(C(=O)Nc1ccccc1C(=O)OC)C2c1ccc(F)cc1 (stereo not given)	110	0.7
Cc1ccccc1NC(NC(=O)c1ccco1)C(=O)c1ccccc1 (stereo not given)	101	-0.1
CCc1ccc2c(CN3CCN(S(=O)(=O)c4ccc5c(c4)OCCO5)CC3)cc(=O)oc2c1	104	0.4
CC(=O)Nc1cc(C)nn1-c1nc2ccccc2n1C	103	0.5

Part of the list above, with bars between the fields.
Molecule | PV pol inh | PV pol inh FP z-score
CC(=O)Nc1cc(C)nn1-c1nc2ccccc2n1C | 103 | 0.5
CCc1c(C)sc2c1CCN(C(=O)Nc1ccccc1C(=O)OC)C2c1ccc(F)cc1 (stereo not given) | 110 | 0.7
CN(C(=O)c1cc2ccc3cccnc3c2[nH]1)c1ccccc1 | 102 | 0
CCN(CC)S(=O)(=O)c1ccc2c(c1)C(=O)c1cc(S(=O)(=O)N(CC)CC)ccc1-2 | 100 | -0.5
COc1ccccc1-n1cnc2cc(C(=O)NC3CCCC3)ccc21 | 103 | 0.6

Next compounds
SMILES	PV pol inh	PV pol inh FP z-score
COc1ccc(CNC(=O)c2cnn(-c3ccc(OC)cc3)c2C2CCN(C(=O)OC(C)(C)C)CC2)cc1	109	0.7
Cc1ccc(-n2c(=O)c3ccc(C(=O)NCc4ccco4)cc3n(CC(=O)Nc3ccc(C)c(F)c3)c2=O)cc1	110	0.3
COc1ccc(Cn2c(=O)sc3ccccc32)cc1	102	0.3
CC(C)CCn1c(=O)c2sccc2n2c(CCCC(=O)NCc3ccc(F)cc3)nnc12	111	-0.5
N#CC1=C(N)Oc2c(c(=O)oc3ccccc23)C1	102	-0.1
O=C(CN1CCN(c2ccc(Cl)cc2)CC1)Nc1ccc(Cl)c(C(F)(F)F)c1	110	0.6
O=c1c2ccccc2nc(SCc2ccc(Cl)cc2)n1CC1COc2ccccc2O1 (stereo not given)	102	0
COc1ccccc1NC(=O)CSc1cc(C(F)(F)F)cc(C(F)(F)F)c1	104	-0.1
CCN(C(=O)Nc1cc(NC(=O)N(CC)C2CCCCC2)c(C)nc1C)C1CCCCC1	94	-0.8
Cc1cc(C(=O)NCc2ccc(N3CCOCC3)cc2)nn1C	100	-0.9
CCOc1ccc(NC(=O)c2cnc3ccccn3c2=O)cc1	104	0
COc1ccccc1C/C(N)=N/OC(=O)c1ccccc1	100	-0.7
Cc1ccc(C(=O)NCCc2ccc(S(N)(=O)=O)cc2)cc1-n1cnc2cccnc21	107	0
CN(c1ccc(Oc2ncnc3c2oc2ccccc23)cc1)S(=O)(=O)c1ccc(Cl)cc1	106	0.6
COC(=O)c1ccc(C2N=C(c3cccc(OC)c3)CC(c3ccccc3O)N2)cc1 (stereo not given)	105	1.2
S=C(c1ccc2c(c1)OCO2)N1CCCC1	98	-0.2
Cc1c(CNC(C)c2ccccc2)c(C(=O)O)c(C)n1Cc1c(F)cccc1Cl (stereo not given)	104	-0.5
COc1ccc(-n2nc(C(=O)Nc3ccc(C)cn3)c3c4ccccc4n(C)c3c2=O)cc1	109	0.4
O=C(COC(=O)c1ccc(S(=O)(=O)Nc2ccccc2)cc1)Nc1nnc(-c2ccccc2)o1	117	2.1
CCOC(=O)c1ccc(OCC2c3cc(OC)c(OC)cc3CCN2C(=O)c2ccc(S(=O)(=O)N3CCCC3)cc2)cc1 (stereo not given)	106	-0.2
COc1ccc(CCNC(C)C(=O)NC2(C#N)CCCCC2)cc1OC (stereo not given)	94	-1.5
CS(=O)(=O)c1ccc(-c2csc(-n3nccc3C(F)(F)F)n2)cc1	105	0.5
COc1ccc(C(=O)Nc2cccc(-c3cn4ccsc4n3)c2)c(OC)c1	99	-1.8
CCCn1c(SCC(=O)Nc2cc(C)on2)nc2sc3c(c2c1=O)CCCC3	104	0.2
Cc1cccc(NC(=O)Cn2nnc(C(=O)NCc3cccs3)c2N)c1C	104	1.1
COc1ccc(CCNC(=O)CCN2C(=O)C(C)Oc3ccc(C)cc32)cc1OC (stereo not given)	99	-0.3
CC(O)c1nc2ccccc2n1CN1CCN(c2ccccc2)CC1 (stereo not given)	100	-0.2
CCN(C(=O)c1ccco1)c1nc(CC(=O)Nc2ccc(Cl)cc2)cs1	105	0.6
O=C1N/C(=C/c2ccccc2)C(=O)N1c1cccc(Cl)c1	102	0.3
COC(=O)c1cn(NC(=O)C2CCC(C)CC2)c(=O)c2ccccc12 (stereo not given)	101	0.2
CC(=O)Nc1ccc(S(=O)(=O)Nc2ccccc2C(=O)NC(C)(C)C)cc1	101	0.2
COc1ccc(/C=C2\SC(=O)N(CC(N)=O)C2=O)cc1	101	-0.2
Cc1c(C(=O)Nc2ccc(Br)cc2F)oc2ccc(S(=O)(=O)N3CCC4(CC3)OCCO4)cc12	109	-0.5
Cc1ccc(CNS(=O)(=O)c2ccc3[nH]c4c(c3c2)CCCCC4)cc1	104	-0.8
CC(c1ccccc1)n1c(=O)[nH]c2ccccc21 (stereo not given)	102	0
CSc1ncc(Cl)c(C(=O)Nc2cccc3ccccc23)n1	104	0.4
C#CCN=Cc1ccc(OCCC)cc1O	101	-0.8
Fc1cccc(Cl)c1CSc1ccccc1C1=NCCCN1	106	0.5
O=C(Nc1nnc(S(=O)(=O)N2CCCC2)s1)c1ccccc1Cl	120	2.9
C=CCN=Cc1c(NCC=C)nc2ccccn2c1=O	100	0.1
Cc1ccc(S(=O)(=O)Nc2c(C)[nH]c(=O)[nH]c2=O)cc1	102	0
CC(On1nnc2ccc(C(F)(F)F)cc21)C(=O)Nc1ccc(C#N)cc1 (stereo not given)	105	0.3
CC1(C)CC(=O)C(C=NCCCN2CCCC2=O)=C(O)C1	105	1
CC1(C)CC2(CCO1)OC(=O)CC2C#N (stereo not given)	103	0.6
COc1cccc(C=Nc2cccc(C(=O)O)c2C)c1O	100	-0.6
Cc1nc(CC(=O)Nc2cccc(C)c2C)cs1	102	-1
CCOC(=O)C1CCN(c2nc3c(S(=O)(=O)c4ccccc4)nnn3c3ccc(Cl)cc23)CC1	104	-0.2
Cc1ccc(S(=O)(=O)c2nnn3c2nc(NC2CCCCCC2)c2sccc23)cc1C	101	-0.7
CCCCC1C(=O)NC(=S)NC1=O	98	-1.1
CN(c1ccc(C(=O)N2CCN(c3ccc(F)cc3)CC2)cc1)S(C)(=O)=O	103	1.1
Remaining list, next part
SMILES	PV pol inh	PV pol inh FP z-score
O=c1c2ccccc2nnn1COc1cccc(Cl)c1	106	0.1
Cc1cc(C)c(NC(=O)CSc2nc3ccccc3c3nc(CCn4cncc4C)nn23)c(C)c1	103	-0.6
COc1nc(OC)nc(N2CCN(c3ccccc3F)CC2)n1	101	-0.5
Cc1cc(NC(=O)Cc2cccc(C(F)(F)F)c2)n(-c2ccccn2)n1	103	0.5
COc1ccc(OC)c(-n2nnc(-c3nc(-c4ccc5c(c4)OCO5)no3)c2C)c1	108	0.1
NS(=O)(=O)c1cc(Cl)c(Cl)c(S(N)(=O)=O)c1	100	0
CC(C)(C)OC(=O)N1CCC(c2c(C(=O)N3CCN(c4ccccn4)CC3)cnn2-c2ccccc2)CC1	101	-1.1
Cc1ccc(CN(C)C(=O)Cc2ccc3c(c2)OCCO3)o1	109	0.9
COc1ccc(CCN(C)c2ccc(S(=O)(=O)N(C(C)C)C(C)C)cn2)cc1OC	104	0.1
CCCN1CCC(NCc2cccc(C(F)(F)F)c2)CC1	98	-0.4
CN(Cc1nc(-c2ccc(Cl)cc2)no1)S(=O)(=O)c1ccccc1	112	0.8
O=c1oc2cc3occ(-c4ccccc4)c3cc2c2c1CCC2	100	-0.5
C=CCNS(=O)(=O)c1cccc2cc(C(=O)O)c(O)cc12	100	-0.5
COc1ccc(C2CC(c3ccccc3)=NN2C(=O)CSc2nnc(-c3cccnc3)n2N)cc1 (stereo not given)	80	-4.8
CCOC(=O)c1cccc(NC(=O)CC2C(=O)N(c3ccccc3)C(=O)N2Cc2ccco2)c1 (stereo not given)	104	-0.9
c1ccc(Cc2nc3c4c5c(sc4ncn3n2)CCCC5)cc1	105	0.8
Cc1ccccc1NC(=O)c1ccc(CNS(=O)(=O)c2ccc3c(c2)C(C)(C)C(=O)N3C)cc1	119	0.4
COC(=O)c1ccc(NC(=O)Cn2c(-c3nonc3N)nc3ccccc32)cc1	107	0.5
O=c1onc(-c2ccc(Cl)cc2)n1Cc1ccc(F)cc1	105	0.7
COc1ccc(C2CC(=O)N(C)C3=C2C(=O)CC(C)(C)C3)c(OC)c1 (stereo not given)	102	0.7
CCCn1cnc2c(cnn2-c2ccccc2C)c1=O	100	-0.8
O=C(Nc1ccccc1)c1ccc(S(=O)(=O)N2CCCC2)cc1	104	0.9
O=C1CC(c2ccccc2)CN1C(=O)c1cccnc1 (stereo not given)	98	-0.6
Cc1cc2ncc(-c3ccnc(SCCS(=O)(=O)c4ccccc4)n3)c(C)n2n1	100	-1.2
COP(=O)(CC(=O)O)c1ccccc1 (stereo not given)	102	0.1
CCOC(=O)N1CCC(NC(=O)c2cnn(-c3cccc(F)c3)c2-n2cccc2)CC1	105	-0.4
O=C(Nc1ccccc1-c1nc2ccccc2s1)c1cc(Cl)cc(Cl)c1	99	-1.9

Screening data as filed in PubChem BioAssay.
